TRHR agonist = qHTS for Small Molecule Agonists and Allosteric Enhancers of Human TRH Receptor: Primary Screen for Agonists; 360,000 tested, 0.18% active; activation, % at 2 µM; TRHR cells, calcium flux fluo-8, FDSS agonist mode; Thyrotropin-releasing hormone receptor (Homo sapiens), P34981; AID 493084, 2011; in the data active means activation above about 30%; further: 0% is about no effect
Target sequence (P34981 whole entry, looked up): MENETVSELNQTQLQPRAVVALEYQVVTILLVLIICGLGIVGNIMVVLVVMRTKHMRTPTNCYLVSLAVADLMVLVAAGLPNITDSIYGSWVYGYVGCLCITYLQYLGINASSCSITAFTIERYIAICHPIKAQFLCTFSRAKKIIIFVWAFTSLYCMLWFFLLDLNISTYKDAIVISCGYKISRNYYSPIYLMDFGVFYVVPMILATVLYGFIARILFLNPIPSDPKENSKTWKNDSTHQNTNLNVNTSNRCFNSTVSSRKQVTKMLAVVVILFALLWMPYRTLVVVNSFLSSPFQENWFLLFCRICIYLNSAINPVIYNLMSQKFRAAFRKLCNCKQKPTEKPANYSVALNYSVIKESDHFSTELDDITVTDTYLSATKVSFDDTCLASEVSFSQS
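Fluo-8-loaded TRHR cells; 10 s baseline, compound added, kinetic Ca2+ fluorescence read 1/s, agonist mode.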
RXFP1 antag = qHTS Assay for Antagonists of the Relaxin Receptor RXFP1; Relaxin receptor 1 (Homo sapiens), Q9HBX9; HEK293-RXFP1, relaxin-stimulated cAMP HTRF, 30 min; active compounds read low; activity change, negative = inhibition, % at 57.5 µM; 350,000 tested, 0.59% active; AID 1259400, 2018;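 active means activity change of -60% or lower, but not beyond a set lower limit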; further: on the % scale 0 is the no-effect control and ±100 the full control effect
D1 agonist = Allosteric Agonists of the Human D1 Dopamine Receptor: qHTS; HEK293 T-REx D1 cells, calcium flux, agonist mode; activation, % at 2 µM; 360,000 tested, 1% active; AID 504660, 2011; in the data active means activation above about 30%; further: 0% is about no effect
Target sequence (P21728 whole entry, looked up): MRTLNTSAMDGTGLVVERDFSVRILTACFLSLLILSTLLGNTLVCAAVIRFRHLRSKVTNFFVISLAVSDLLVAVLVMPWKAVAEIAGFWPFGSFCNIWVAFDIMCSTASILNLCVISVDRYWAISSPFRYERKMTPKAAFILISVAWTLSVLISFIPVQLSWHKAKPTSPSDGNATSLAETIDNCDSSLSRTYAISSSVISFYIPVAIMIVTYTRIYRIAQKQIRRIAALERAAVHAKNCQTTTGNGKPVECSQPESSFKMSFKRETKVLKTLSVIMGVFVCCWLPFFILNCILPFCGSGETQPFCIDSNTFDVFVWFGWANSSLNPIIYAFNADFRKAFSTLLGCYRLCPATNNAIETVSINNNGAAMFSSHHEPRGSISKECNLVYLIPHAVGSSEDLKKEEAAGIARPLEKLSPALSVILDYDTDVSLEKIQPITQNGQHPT
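Agonism was scored from calcium flux recorded over 180 s (1 read/s) after pintool compound addition, following a 10-cycle baseline. Cells were inducible force-coupled HEK293 TREx D1, plated overnight at 30 C and loaded with no-wash calcium dye.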
Anesthetic bind = qHTS Assay for Identification of Novel General Anesthetics. Ferritin light chain (Equus caballus), P02791. Potency, µM (top dose mostly 77.5 µM), for inactives: at the highest dose activity change, negative = displacement, actives largely listed as inhibitors. apoferritin/1-aminoanthracene competitive binding, fluorescence. 350,000 tested, 0.074% active; further: potency means the concentration at half of the fitted maximal effect; on the % scale 0 is the no-effect control and ±100 the full control effect; nearly all actives have a fitted effect of over 20% in size
Target sequence (P02791 2-175 limits assumed): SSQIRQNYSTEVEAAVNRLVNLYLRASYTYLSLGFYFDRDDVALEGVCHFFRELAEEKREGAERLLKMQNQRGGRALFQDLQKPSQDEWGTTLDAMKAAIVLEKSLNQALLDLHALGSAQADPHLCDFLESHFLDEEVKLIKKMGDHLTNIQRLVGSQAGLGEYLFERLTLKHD
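Probe: 1-aminoanthracene (50% saturated, PBS). Protein: horse-spleen apoferritin, 10 uM. Incubation: 10 min, room temperature. Detection: 380 nm excitation, 535 nm emission. Analysis: normalized response, four-parameter Hill.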
RXFP1 agonist = qHTS Assay for Agonists of the Relaxin Receptor RXFP1; 370,000 tested, 0.3% active; HEK293T-RXFP1 cAMP TR-FRET, 30 min; response scale: percent of porcine relaxin response, buffer zero; Relaxin receptor 1 (Homo sapiens), Q9HBX9; Potency, µM (top dose mostly 57.5 µM), for inactives: top-dose activation, usual class: activators; further: potency means the concentration at half of the fitted maximal effect; on the % scale 0 is the no-effect control and ±100 the full control effect; nearly all actives have a fitted effect of over 60% in size; many of its hits are not listed in these tables
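HEK293T cells stably expressing RXFP1 were pretreated with the PDE4 inhibitor Ro 20174, exposed to compounds for 30 min at 37C, lysed, and cAMP was read by TR-FRET. Data normalized to buffer (basal) and 29 nM porcine relaxin (100%).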
D1 antagonist = Antagonist of Human D 1 Dopamine Receptor: qHTS; D(1A) dopamine receptor (Homo sapiens), P21728; HEK293 TREx D1 cells, calcium flux, dopamine EC80; active compounds read low; activity change, negative = inhibition, % at 10 µM; 360,000 tested, 3.2% active; AID 504652, 2011; in the data active means activity change below about -30%; further: on the % scale 0 is the no-effect control and ±100 the full control effect
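Tetracycline-induced HEK293 T-REx cells with force-coupled D1 receptor were loaded with a no-wash calcium dye. Compound was added after a 10 s baseline and read kinetically for 180 s; EC80 dopamine was then added and calcium flux followed another 180 s.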
TRHR PAM = qHTS for Small Molecule Agonists and Allosteric Enhancers of Human TRH Receptor: Primary Screen for Enhancers. Thyrotropin-releasing hormone receptor (Homo sapiens), P34981. TRHR cells, fluo-8 calcium fluorescence, EC20 TRH enhancement. enhancement, % at 2 µM. 360,000 tested, 0.66% active; in the data active means enhancement above about 30%; further: 0% is about no effect
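Enhancer read-out: after compound pinning and an initial kinetic agonist-mode read, an EC20 of TRH (10 nM final) was injected and fluo-8 calcium signal (Ex 480/Em 530) followed at 1 s/cycle for 100 cycles in TRHR-expressing cells.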
D1 PAM = Potentiators of Human D1 Dopamine Receptor: qHTS | D(1A) dopamine receptor (Homo sapiens), P21728 | HEK293 TREx D1 cells, calcium flux, dopamine EC20 potentiation | potentiation, % at 10 µM | 360,000 tested, 0.036% active | AID 504651, 2011; in the data active means potentiation above about 30%; further: 0% is about no effect
D2 PAM = HTS Assay for Positive Allosteric Modulators of the Human D2 Dopamine Receptor: Primary Screen for Potentiators; D(2) dopamine receptor (Homo sapiens), P14416; HEK293 T-REx D2, calcium flux, EC20 dopamine potentiation; potentiation, % at 10 µM; 340,000 tested, 0.34% active; AID 485347, 2010;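 active means potentiation over 3 SD above the plate norm, cut at about 30% in these data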; further: 0% is about no effect
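Tetracycline-induced HEK293 T-REx cells force-coupled to calcium signalling expressed D2; compounds were pin-added after a 10 s baseline, read kinetically 180 s, then an EC20 dopamine challenge followed with a further 180 s calcium read.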
An asterisk follows results filed as active; . = not tested or not shown; [ ] = remark or other dose. Unless noted, the call rests on the fitted dose curve; in most records, active means well fitted curve in the direction sought with a large enough effect; inconclusive means small, poorly fitted or top-dose-only effect, or another doubt; inactive means no such curve, though single readings can be large; an effect the other way counts as inactive or inconclusive. Not all compounds are listed. The share of hits here may be higher or lower than overall.

SMILES	TRHR agonist	RXFP1 antag	D1 agonist	Anesthetic bind	RXFP1 agonist	D1 antagonist	TRHR PAM	D1 PAM	D2 PAM
CC(=O)N1CCCc2cc(S(=O)(=O)NCc3ccc(OC(C)C)cc3)ccc21	0.0	-16	7	-12%	0.3%	1	0	-4	4
NC1=NC(=Nc2ccccc2)c2ccccc21	-0.3	-2	0	-12%	-0.3%	4	5	-8	2
O=C(CNC(c1ccccc1)c1ccccc1)Nc1ccccc1-c1ccccc1	0.4	-8	5	58%[activator]	1.1%	3	-12	3	-11
COc1ccc(CNC(=O)C2CCN(S(=O)(=O)c3ccc4c(c3)CC(C)N4C(=O)C3CC3)CC2)cc1 (stereo not given)	-0.1	23	2	-5%	0.8%	-17	1	1	-4
CCN(CCO)c1ncnc2c1sc1nc(C(C)C)c3c(c12)CC(C)(C)OC3	-0.6	-6	3	-13%	13%	11	3	-2	-1
COn1c(SCc2ccc(Cl)cc2)nc2ccccc2c1=O	1.9	-16	9	-4%	-1.0%	4	4	-2	9
O=[N+]([O-])c1cnc2ccccc2c1	0.1	5	3	-7%	3.0%	19	4	-2	11
S=C(Nc1cccc2ccccc12)N1CCN(c2ncccn2)CC1	0.2	-3	4	-16%	0.0%	-28	3	0	-4
NC(=O)NC(=O)COC(=O)CN1C(=O)C2CCCCC2C1=O (stereo not given)	0.5	.	1	-17%	0.5%	-9	36*	-1	9
CCOC(=O)N1CCC(NC(=O)Cn2c3ccccc3c3cn[nH]c(=O)c32)CC1	0.0	.	5	7%	0.6%	3	0	0	-7
COc1cc(C(=O)Nc2ncccc2C)ccc1OCC(=O)N1CCOCC1	-0.1	-5	5	.	0.3%	-5	4	.	4
CCOc1ccc(C2C(C(N)=O)=C(C)Nc3nc(SCc4ccccc4F)nn32)cc1 (stereo not given)	0.4	.	1	-3%	0.2%	1	4	0	26
O=C(OCC(=O)N1CCN(C(=O)c2ccco2)CC1)c1cncc(Br)c1	0.0	2	1	.	-0.5%	7	3	.	6
O=C(C1CCN(S(=O)(=O)c2cnc[nH]2)CC1)N1CCn2c1nc1ccccc12	0.0	-13	6	-4%	2.6%	-16	-3	-4	3
O=C(CCNC(=O)c1ccccc1Cl)Nc1nc2ccc(F)cc2s1	0.2	-10	2	.	0.2%	9	-1	-8	14
O=C(Nc1ccc(N2CCN(C(=O)c3ccc(Cl)cc3)CC2)cc1)c1ccc([N+](=O)[O-])o1	-0.7	2	3	-10%	-1.1%	-18	-7	-7	-8
CC(C)C(=O)N1CCN(c2ccccc2NC(=O)COc2ccc(C3CCCCC3)cc2)CC1	1.1	-7	2	49%[activator]	-1.3%	12	-1	8	-1
CCCCn1c(=NC(=O)c2ccco2)c(C(=O)OCC)cc2c(=O)n3ccccc3nc21	-0.2	1	-2	61%[activator]	2.8%	-2	-5	-2	1
COc1ccccc1Oc1ccc(N/C=C/C(=O)C(C)(C)C)cc1	-0.1	-15	1	-1%	3.5%	9	-6	-2	7
O=C1c2cccc3cccc(c23)C(=O)N1CCN1CCN(C(=S)Nc2ccccc2)CC1	-0.6	.	3	-10%	1.6%	6	3	-2	-2
CCOC(=O)C(Oc1ccc(=O)[nH]n1)C(C)=O (stereo not given)	0.6	16	2	-3%	1.2%	4	2	-3	-1
N#Cc1ccc(NC(=O)Cn2cnc(S(=O)(=O)N3CCCCC3)c2)cc1	0.3	19	1	-1%	-1.7%	-6	5	-1	11
c1ccc(C2COC(c3cccs3)=N2)cc1 (stereo not given)	-0.4	6	2	-18%	0.1%	-11	-1	-2	9
CCCn1nnc(NC(=S)NC(=O)/C=C/c2ccc(Cl)cc2)n1	0.1	-16	2	1%	0.0%	-1	-1	27	16
CC(C)CC(NC(=O)/C(=C/c1ccco1)NC(=O)c1ccc(Br)o1)C(=O)O (stereo not given)	1.5	3	3	3%	0.0%	-2	-8	-4	1

Copied from the list:
COc1ccc(CNC(=O)C2CCN(S(=O)(=O)c3ccc4c(c3)CC(C)N4C(=O)C3CC3)CC2)cc1 (stereo not given) in TRHR PAM = 1
CCN(CCO)c1ncnc2c1sc1nc(C(C)C)c3c(c12)CC(C)(C)OC3 in TRHR PAM = 3
N#Cc1ccc(NC(=O)Cn2cnc(S(=O)(=O)N3CCCCC3)c2)cc1 in D1 PAM = -1
CCOC(=O)C(Oc1ccc(=O)[nH]n1)C(C)=O (stereo not given) in RXFP1 agonist = 1.2%
CCOc1ccc(C2C(C(N)=O)=C(C)Nc3nc(SCc4ccccc4F)nn32)cc1 (stereo not given) in RXFP1 agonist = 0.2%

(further entries)
SMILES	TRHR agonist	RXFP1 antag	D1 agonist	Anesthetic bind	RXFP1 agonist	D1 antagonist	TRHR PAM	D1 PAM	D2 PAM
O=C(O)c1cc(/C=C/C(=O)c2cc(F)ccc2O)c2c(c1)COCO2	0.5	-14	2	0%	-5.6%	-11	3	4	10
Cc1ccc(C(=O)CC(C(=O)O)n2cccn2)cc1 (stereo not given)	0.0	-7	1	-8%	2.5%	0	-1	9	6
Cc1ccc(Oc2ccc(NC(=O)Cn3ccsc3=N)cc2)cc1	2.9	.	85*	13µM*	0.3%	-29	-8	-6	-6
CN(C)CCCn1c(N)c(C#N)c2nc3ccccc3nc21	2.7	12	5	572%[activator]	14%	-6	0	-2	-1
O=C(CN1CCOCC1)NC1C2CC3CC(C2)CC1C3 (stereo not given)	-1.5	17	2	-8%	0.4%	5	1	-3	1
COCCn1c(SCC(=O)NCCc2ccc(OC)c(OC)c2)nc2c([nH]c3ccccc32)c1=O	0.1	5	-1	1%	-0.9%	-5	2	-6	18
O=C(O)c1ccc(/C=N/N2CCN(Cc3ccccc3)CC2)cc1	0.6	.	5	-6%	2.8%	10	-5	-9	-6
CSc1ccc(C(=O)C2CCCN(C(=O)c3ccc(C)nc3)C2)cc1 (stereo not given)	-0.6	8	0	-6%	14%	-4	-9	4	-4
O=C(Nc1ccccc1C(=O)O)c1cncc(Br)c1	0.3	-11	0	-9%	-0.1%	2	1	6	-3
COCCNC(=O)Cn1cc2c(n1)CCCCC2	0.7	16	2	-5%	-0.4%	-15	-1	-5	4
O=C(COc1ncnc2ccccc12)Nc1ccccc1[N+](=O)[O-]	0.6	-7	2	-17%	12%	-8	-4	-7	-7
Nc1ccc2oc(-c3cc(Br)ccc3Cl)nc2c1	0.2	-1	5	133%[activator]	5.6%	22	-1	-4	.
COc1nc2ccc(C)cc2cc1-c1noc(-c2cccnc2)n1	0.0	-10	2	-12%	3.3%	0	-4	3	3
N#CC(C(=O)c1ccco1)c1ccccn1 (stereo not given)	0.2	11	1	0%	0.3%	2	3	-6	6
Cc1ccc2c(=O)cc(C(=O)Nc3sc4c(c3C(=O)NCc3ccccc3)CCCC4)oc2c1C	0.5	-5	0	-2%	-2.6%	3	-2	-1	-3
COC(=O)C1(CCSC)NC(c2ccc(O)cc2)C2C(=O)N(c3ccc(F)cc3)C(=O)C21 (stereo not given)	0.7	1	7	-5%	0.9%	0	-5	2	5
O=C(NC1CCCC1)c1ccc2c(c1)N(Cc1c(F)cccc1Cl)C(=O)c1ccccc1S2	1.8	.	10	4%	0.4%	-9	-11	-2	-6
CC(C)(C)OC(=O)N1CCC(Cc2cc(-c3ccccc3)no2)(C(=O)O)CC1	0.4	.	4	-5%	1.8%	7	0	-4	.
Cc1ccc(C(C)C)c(OCCN2C(=O)NC(C)(C)C2=O)c1	0.7	-5	1	-11%	0.7%	4	3	-3	2
CP(=O)(Nc1cc(Cl)ccc1Cl)c1nc2c(s1)CCCC2 (stereo not given)	0.0	-5	4	-2%	0.0%	-14	2	-3	-4
O=C(Cn1cnc([N+](=O)[O-])n1)N/N=C/c1cc(Cl)ccc1O	0.6	-5	-3	-7%	0.9%	17	-8	-1	-18
Cc1ccc(Sc2ncccc2COC(=O)Nc2c(C)cccc2C)cc1	0.5	-1	5	2%	0.0%	-13	-2	-4	8
CCN(C(=O)COC(=O)c1cc2ccccc2cc1O)C1CCS(=O)(=O)C1 (stereo not given)	0.6	6	0	-14%	0.7%	-13	-4	0	3
CCC1CCCCN1CC(O)Cn1c2ccccc2n2c(=O)cc(C)c(C#N)c12 (stereo not given)	0.2	11	1	-6%	2.3%	13	-3	8	-17
OC(c1ccc(Cl)cc1)C(CN1CCOCC1)c1ccccc1 (stereo not given)	0.0	-1	4	1%	2.1%	7	1	-7	-2
SMILES	TRHR agonist	RXFP1 antag	D1 agonist	Anesthetic bind	RXFP1 agonist	D1 antagonist	TRHR PAM	D1 PAM	D2 PAM
Cc1cc2oc(=O)cc(CN3CCOCC3)c2cc1Cl	0.0	-7	4	0%	-1.5%	-1	3	-2	0
COc1ccc(CNC(=O)c2ccc(CS(=O)(=O)c3ccc(C)cc3)o2)cc1	0.2	5	4	-10%	-0.5%	-29	-4	-4	0
O=C1CN(S(=O)(=O)c2cc(Cl)ccc2Cl)CCN1	-0.2	-19	2	-2%	0.6%	-6	-8	-7	2
CCc1ccccc1NC(=O)NC(C)c1ccc2c(c1)OCO2 (stereo not given)	0.5	-4	1	-7%	1.1%	6	2	2	-21
COc1ccc(NC(=O)c2ccc(S(=O)(=O)N3CC(C)CC(C)C3)cc2)cc1S(N)(=O)=O (stereo not given)	-0.6	5	1	.	1.4%	0	-1	5	-6
COc1cc(/C=N/Nc2nc(C)cc(=O)[nH]2)ccc1O	-0.1	-6	2	4%	0.5%	15	0	0	-8
CC1CCN(Cc2nnnn2-c2cccc([N+](=O)[O-])c2)CC1	-0.9	22	7	-19%	1.5%	-28	1	-3	-6

3 of the entries above in order of their number in D1 antagonist, lowest first:
compound	D1 antagonist
O=C1CN(S(=O)(=O)c2cc(Cl)ccc2Cl)CCN1	-6
CCCCn1c(=NC(=O)c2ccco2)c(C(=O)OCC)cc2c(=O)n3ccccc3nc21	-2
O=C(CNC(c1ccccc1)c1ccccc1)Nc1ccccc1-c1ccccc1	3

Source: PubChem
